Scp1 inh: Scp-1 phosphatase inhibitors, primary screen, biochemical, colorimetric, uHTS; Carboxy-terminal domain RNA polymerase II polypeptide A small phosphatase 1 (Homo …; Recombinant Scp1, phosphopeptide, malachite green phosphate absorbance; inhibition, % at 20 µM; hit rate 0.88% among 340,000; AID 493091, 2011;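 active means inhibition above about 50% at 20 µM, limit read from the data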;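 further: plate controls were DMSO wells with enzyme for no effect and wells lacking enzyme for full effect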
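Material – SCP-1 phosphatase catalytic domain, residues 76-261 · Buffer or medium – Acidic Tris acetate buffer with magnesium and detergent · Also added – Phospho 17-mer peptide substrate · Compound – single 20 µM dose, 1% DMSO · Times – 45 min room-temperature reaction, 5 min colour, 30 min stabiliser · Technique – Phosphate-binding colour reagent, absorbance read at 630 nm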
NRP1-CendR mod: modulators of CendR peptide binding to NRP-1, primary screen, biochemical, fluorescence polarization, uHTS; Neuropilin-1 (Homo sapiens), O14786; FAM-RPARPAR peptide binding to NRP-1; inhibition, % at 25 µM; hit rate 0.85% among 360,000; AID 602438, 2012;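 active means inhibition or corrected inhibition above about 18%, plus a signal ratio from 0.5 to 1.5, limit read from the data, passing the limit was not always enough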; further: strong numbers were not always called active
STEP inh: STEP phosphatase inhibitors, primary screen, biochemical, fluorescence intensity, uHTS; AID 588621, 2011; hit rate 0.25% among 360,000; Tyrosine-protein phosphatase non-receptor type 5 (Homo sapiens), P54829; recombinant STEP, OMFP fluorogenic substrate; inhibition, % at 20 µM;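 active means inhibition at 20 µM, scaled per plate between control wells, above about 37%, limit read from the data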;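 further: 0% = DMSO with enzyme and substrate and 100% = substrate only without enzyme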
Target sequence (P54829 whole entry, looked up): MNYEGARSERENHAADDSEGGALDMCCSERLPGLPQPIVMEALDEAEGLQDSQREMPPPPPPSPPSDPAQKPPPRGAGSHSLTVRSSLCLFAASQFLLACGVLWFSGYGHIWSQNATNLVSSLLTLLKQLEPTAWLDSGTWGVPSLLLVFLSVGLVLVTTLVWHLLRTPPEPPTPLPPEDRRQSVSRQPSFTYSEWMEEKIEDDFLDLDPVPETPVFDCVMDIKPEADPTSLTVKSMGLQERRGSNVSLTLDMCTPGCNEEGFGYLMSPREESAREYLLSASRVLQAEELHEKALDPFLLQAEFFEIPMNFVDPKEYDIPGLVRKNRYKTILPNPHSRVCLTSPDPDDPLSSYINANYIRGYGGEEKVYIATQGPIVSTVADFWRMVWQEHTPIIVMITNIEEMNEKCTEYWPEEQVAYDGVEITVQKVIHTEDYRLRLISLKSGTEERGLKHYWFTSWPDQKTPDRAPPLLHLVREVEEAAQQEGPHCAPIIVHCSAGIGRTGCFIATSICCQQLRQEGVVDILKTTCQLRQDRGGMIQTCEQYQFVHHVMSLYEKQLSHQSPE
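Measure: Control-normalized % inhibition with plate pattern correction | Test system: STEP phosphatase, cell-free reaction | Medium: pH 6.0 Bis-Tris with DTT and Tween 20 | Technique: Fluorescence, 480/540 nm | Times: Reaction 20 min, ambient temperature | Doses: Single compound dose of 20 µM, 1% DMSO final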
SUMO1 PPI mod: modulators of SUMO1 protein-protein interactions, primary screen, biochemical, uHTS; SUMO1 binding to a labelled peptide, TR-FRET, 1 h; inhibition, % at 20 µM; hit rate 0.33% among 360,000; Small ubiquitin-related modifier 1 (Homo sapiens), P63165; AID 602429, 2012; in the data active means inhibition above about 37%
Target sequence (P63165 whole entry, looked up): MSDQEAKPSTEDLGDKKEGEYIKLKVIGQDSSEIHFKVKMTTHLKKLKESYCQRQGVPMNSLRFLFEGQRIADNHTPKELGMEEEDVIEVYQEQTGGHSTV
LMPTP inh: LMPTP phosphatase inhibitors, primary screen, biochemical, fluorescence intensity, uHTS; hit rate 0.22% among 360,000; recombinant LMPTP-A, OMFP fluorogenic substrate; inhibition, % at 20 µM; AID 651560, 2012;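 active means compounds that cut the enzyme signal by at least half of the control window in the single-dose screen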;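 further: plate controls were DMSO wells with enzyme plus substrate for no effect and substrate without enzyme for full effect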
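Assay system: LMPTP-A enzyme. Input: 0.625 nM LMPTP-A final. Probe or stimulus: 400 µM OMFP. Compound dosing: single 20 µM dose. Schedule: 50 min dark incubation at room temperature. Detection: fluorescence intensity of OMFP turnover product. Read-out: percent inhibition versus substrate-only and uninhibited controls. Benchmarks: no-enzyme low control, uninhibited high control.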
DNMT1 block: human DNMT1 methyltransferase inhibitors, primary screen, biochemical, molecular beacon, fluorescence, HinP1I cleavage, uHTS. DNA (cytosine-5)-methyltransferase 1 (Homo sapiens), P26358. inhibition (reported as % activation of signal), % at 10 µM. hit rate 0.83% among 360,000; in the data active means inhibition above about 50%
NadD inh: inhibitors of S. aureus NadD, primary screen, biochemical, colorimetric, uHTS; Nicotinate-nucleotide adenylyltransferase NadD (Staphylococcus aureus N315); purified NadD enzyme, colorimetric absorbance read-out; inhibition, % at 20 µM; hit rate 0.78% among 360,000; AID 602399, 2012; in the data active means inhibition above about 26%; further: some compounds past the cut are filed as inactive
SKN-1 inh: suppressors of acrylamide-induced Pgst-4::GFP reporter in worms, primary screen, SKN-1 inhibitor project, whole organism, uHTS, GFP/RFP fluorescence ratio, strain VP596. C. elegans VP596 Pgst-4::GFP/RFP ratio, 24 h. inhibition, % at 21.8 µM. hit rate 0.49% among 360,000. AID 624304, 2012;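 active means interference check ratio from 0.5 to 1.5 plus GFP to RFP signal ratio inhibition reaching or exceeding a fixed threshold, cut at about 30% in these data, passing the limit was not always enough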; further: some compounds called inactive have numbers as strong as hits
MT1-MMP act inh: blockers of MT1-MMP proenzyme processing, primary screen, HT1080 RFP-PRO-GFP cells, GFP/RFP fluorescence. Matrix metalloproteinase-14 (Homo sapiens), P50281. GFP/RFP ratio fluorescence, overnight; percent of plate control window, DMSO zero. GFP/RFP ratio change, % at 20 µM. hit rate 0.061% among 360,000;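 active means GFP/RFP ratio change of at least 30% with cell ATP level not reduced by more than half and red fluorescence within 50% of control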; further: strong numbers were not always called active
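Assay system – RFP-PRO-GFP reporter HT1080 cells · Compound dosing – single dose of 20 µM compound, 1% DMSO final · Incubation – overnight compound exposure at 37 °C · Measure – GFP/RFP fluorescence ratio · Benchmarks – DMSO wells and RFP-L50D-GFP cells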
Rpn11 block: Rpn11 (PSMD14) deubiquitinase inhibitors, primary screen, biochemical, fluorescence polarization, uHTS; calls only at 20 µM; hit rate 0.59% among 360,000; AID 588493, 2011; 26S proteasome non-ATPase regulatory subunit 14 (Homo sapiens), O00487; human 26S proteasome, Ub4-pepOG fluorescence polarization; 20S core pre-blocked with epoxomicin;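 active means inhibition at 20 µM, scaled to each plate's controls, above about 33%, limit read from the data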
Target sequence (O00487 whole entry, looked up): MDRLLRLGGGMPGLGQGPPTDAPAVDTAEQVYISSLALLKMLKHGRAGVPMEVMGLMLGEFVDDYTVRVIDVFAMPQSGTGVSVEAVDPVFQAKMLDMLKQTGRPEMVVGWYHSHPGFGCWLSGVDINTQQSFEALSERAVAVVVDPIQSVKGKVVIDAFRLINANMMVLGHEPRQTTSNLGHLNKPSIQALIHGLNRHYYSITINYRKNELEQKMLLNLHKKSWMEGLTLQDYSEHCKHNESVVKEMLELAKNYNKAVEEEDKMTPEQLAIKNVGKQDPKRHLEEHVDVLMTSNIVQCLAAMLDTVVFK
* marks the source's active call; other numbers are inactive results; i = inactive.

Start of the listing, in advance, 2 compounds:
SMILES	Scp1 inh	NRP1-CendR mod	STEP inh	SUMO1 PPI mod	LMPTP inh	DNMT1 block	NadD inh	SKN-1 inh	MT1-MMP act inh	Rpn11 block
Cc1nc(C)c(C(=O)NNS(=O)(=O)c2ccccc2)s1	-1	-9	2	15	-1.6	-3	0	-3	0	i
N/C(=N\OC(=O)c1cnn(-c2ccccc2)c1C(F)(F)F)c1cc(C(F)(F)F)cc(C(F)(F)F)c1	-11	-2	2	2	4.5	0	-7	6	-2	i

This part in full, from the start:
SMILES	Scp1 inh	NRP1-CendR mod	STEP inh	SUMO1 PPI mod	LMPTP inh	DNMT1 block	NadD inh	SKN-1 inh	MT1-MMP act inh	Rpn11 block
Cc1nc(C)c(C(=O)NNS(=O)(=O)c2ccccc2)s1	-1	-9	2	15	-1.6	-3	0	-3	0	i
N/C(=N\OC(=O)c1cnn(-c2ccccc2)c1C(F)(F)F)c1cc(C(F)(F)F)cc(C(F)(F)F)c1	-11	-2	2	2	4.5	0	-7	6	-2	i
CC(C)NS(=O)(=O)c1ccc(CCC(=O)N2CCc3ccccc3C2)cc1	-3	14	-2	-1	0.3	1	2	7	5	i
COc1cc(OC)cc(-c2nc(-c3cccs3)no2)c1	-8	-11	1	-7	1.4	-2	-11	-1	-2	i
O=C(c1cc2cc(F)ccc2[nH]1)N1CCN(Cc2ccc3c(c2)OCO3)CC1	4	0	0	1	2.5	-6	-2	-19	3	i
O=C1c2ccccc2NC(c2ccc(Cl)cc2Cl)N1Cc1ccccc1 (stereo not drawn)	-13	-4	4	0	5.2	-9	3	-5	-17	i
COc1ccc(N2CCN(c3ccc(S(=O)(=O)N(C(C)C)C(C)C)cn3)CC2)cc1	-6	3	2	3	1.7	-9	-6	6	-1	i
Cc1ccc(S(=O)(=O)NCCC(=O)OCC(=O)Nc2cccc(S(=O)(=O)NC3=NCCCCC3)c2)cc1	4	8	-1	-8	-0.5	6	-4	-1	1	i
Cc1ccc(CSc2nnc([C@@H]3CCCN3)o2)cc1	-4	-5	-2	0	-0.5	1	1	-10	-2	i
COC(=O)c1cnn2c1C(=O)N(Cc1cccs1)CC2	-2	1	-1	3	0.1	1	2	19	0	i
Nc1nncn1C(=O)c1c(Cl)cccc1Cl	-4	-12	-5	3	-2.2	1	-2	7	-2	i
Cc1ccc(-c2nnc(NC(=O)c3ccco3)o2)c(C)c1	1	-4	-1	3	-0.9	2	4	-7	3	i
C=C(C)CN(CC)C(=O)c1ccc(OC2CCN(S(=O)(=O)N(C)C)CC2)cc1	-3	9	-1	1	0.2	2	4	2	-1	i
CCOc1cc2[nH]c(=S)n(CCCN3CCN(C)CC3)c(=O)c2cc1OCC	-11	3	5	0	-5.2	-2	-7	-8	-1	i
N#Cc1ccc(C(c2nnnn2Cc2ccccc2)N2CCCC2)cc1 (stereo not drawn)	-4	-3	-5	-1	-1.1	2	-4	18	-2	i
COC(=O)c1c(N)n(CCCN2CCOCC2)c2nc3ccccc3nc12	-3	-2	-1	-8	-0.7	-10	7	-3	5	i
CCOC(=O)C1C(c2ccc([N+](=O)[O-])cc2)C2C(=O)NN=C2CC1(C)O (stereo not drawn)	-4	3	-1	-14	-1.4	-2	7	1	-2	i
O=C(OCC(=O)c1ccccc1Cl)C1=NN(c2ccccc2)C(=O)CC1	-15	15	-1	4	-2.4	0	-1	11	4	i
Cc1ccc(CNC(=O)C2CCCN(c3nc(C)cc(C)n3)C2)cc1 (stereo not drawn)	-14	0	0	-4	0.0	2	-3	3	-5	i
C=C(C)C(=O)N1CC2(CC(c3cccc(NC(=O)CCCCC)c3)=NO2)C[C@H]1C(N)=O (stereo partly drawn)	5	-8	0	5	-1.7	2	0	2	-1	i
CCC1=[N+](CC(=O)c2ccc(Br)cc2)CCn2c(C)ccc21	-5	-21	0	-27	-0.4	7	13	3	-4	i
O=C(Cc1ccc([N+](=O)[O-])cc1)N/N=C/c1cccnc1	-5	-2	1	-15	-1.4	1	-5	-6	-1	i
CCOC(=O)/C=C1/SCC(=O)N1CCOc1cccc(Br)c1	-12	-10	-2	-7	0.9	0	-6	24	2	i
CCCOc1ccc(-c2nnn(CC(=O)c3ccc4c(c3)OCCO4)n2)cc1	-15	4	1	-4	3.5	-4	2	7	-4	i
CCNC(=S)Nc1ccc2c(c1)oc1ccccc12	-8	-10	-1	-1	0.3	-3	0	-5	4	i
O=C(Nc1cccn(Cc2ccccc2)c1=O)NC1CCCCC1	-7	1	1	-3	-0.3	-1	-6	-4	-3	i
COc1ccccc1CNC(=O)COC(=O)COc1ccccc1F	-2	2	0	4	-1.7	12	-8	-10	6	i
Cc1cnn(C(=O)c2cc(-c3ccccc3)nc3ccccc23)c1	-3	-3	-2	-3	3.2	2	-3	18	3	i
O=C1NCCN1CCNS(=O)(=O)c1ccc(F)c(Cl)c1	-7	-8	-1	3	-1.4	2	-12	12	1	i
COc1cccc(C(=O)Nc2ccc(NC(C)=O)cn2)c1	-8	7	-1	-1	0.4	-2	-5	5	4	i
O=C(c1ccco1)N1CCN(c2ccc(Cl)c(Cl)c2)CC1	-6	0	2	-2	-0.3	1	9	5	-6	i
O=c1cc(-c2ccccc2)[nH]c2cc(F)ccc12	-1	-12	1	-7	-1.6	0	1	14	12	i
COc1ccc(OC)c(-n2c(-c3cc(-c4ccccc4)n[nH]3)n[nH]c2=S)c1	11	2	1	1	-1.3	-4	3	1	0	i
CCOc1ccc(-c2[nH]ncc2-c2ccc(Cl)cc2)c(O)c1	-4	1	-2	5	1.5	-14	0	1	7	i
CCCCC(c1nnnn1CCOC)N1CCN(CC)CC1 (stereo not drawn)	-7	-4	0	-1	-4.4	2	6	-1	-2	i
COc1ccc(NC(=O)CN2CCN(C(C)=O)CC2)cc1S(=O)(=O)N1CCOCC1	-3	-3	1	-4	0.4	2	4	-11	-1	i
Cc1ccc(C(=O)NCCc2ccccc2)cc1N1CCCC1=O	-7	12	0	4	0.2	-2	-3	1	1	i
Cc1ccccc1OCCNC(=O)CSc1ccc(C(F)(F)F)cc1[N+](=O)[O-]	-10	-2	1	-20	2.2	3	-9	8	5	i
Cn1cc(CN2CCC(n3nccc3NC(=O)c3ccccc3Cl)CC2)c2ccccc21	10	7	0	-1	3.0	-4	-8	0	-2	i
CC(C)N(Cc1nc(-c2ccccc2)no1)C(=O)c1ccc([N+](=O)[O-])cc1	-13	-4	-2	-19	0.2	2	-10	-1	1	i
O=C(CNS(=O)(=O)c1cccc(Cl)c1)Nc1ccc(-c2nc3ccccc3s2)cc1	-1	-45	0	1	-0.3	-13	0	7	6	i
COCCn1c(SCC(=O)Nc2cccc(OC)c2)nnc1-c1ccccc1	4	2	0	-1	-2.2	5	-5	-4	6	i
COc1ccc(NC(=O)/C=C/C(=O)O)c([N+](=O)[O-])c1	-2	7	-1	-27	1.7	-3	-2	1	1	i
O=C(O)CSc1nnc(Cc2ccccc2)n1-c1ccccc1	17	-8	0	0	-2.9	3	4	7	2	i
Nc1nnc(SCC(=O)OCc2ccc(Cl)c(Cl)c2)s1	-8	-6	-1	1	-0.8	1	1	-17	5	i
CC(NC(=O)COC(=O)CN1C(=O)NC2(CCCC2)C1=O)c1ccc(F)cc1 (stereo not drawn)	-2	-2	-2	1	-0.8	1	-1	6	1	i
CCc1ccc(C(C)NC(=O)C2CCCC2)cc1 (stereo not drawn)	0	0	0	-1	-0.7	1	-4	3	3	i
COc1ccc2[nH]c3c(=O)n4c(nc3c2c1)SCC4	-1	-20	2	-5	2.3	3	-1	-2	6	i
Cc1ccc(NC(=O)c2nc[nH]c2C(=O)N2CCOCC2)c(C(=O)c2ccccc2)c1	3	1	6	4	0.2	2	11	11	0	i
CCC1CCCCN1CCCNC(=O)C1CCN(S(=O)(=O)N2CCC3(CC2)OCCO3)CC1 (stereo not drawn)	-9	7	1	-3	-2.6	1	-7	11	3	i
C=CCNc1nc(Cl)nc(Nc2cc(Cl)ccc2OC)n1	-10	0	0	6	-0.7	0	-6	19	1	i
Cc1ccc(C(=O)CCNc2ccc(F)c(Cl)c2)o1	-15	2	2	2	0.0	-5	-3	-5	-5	i
CC[C@@H](C)[C@H](NC(=O)OCc1ccccc1)c1nnc([C@@H](NC(=O)OCc2ccccc2)[C@@H](C)CC)o1	-2	-20	1	-1	2.7	7	1	14	-25	i
CCOc1ccc(CN2CCC(n3nccc3NC(=O)CCCc3ccccc3)CC2)cc1	5	6	-1	-2	-1.5	0	-8	0	3	i
CCOc1cc2[nH]c(=S)n(Cc3ccc(C(=O)NCC(OC)OC)cc3)c(=O)c2cc1OCC	-9	-2	-3	5	-2.0	5	2	-18	4	i
COc1c2c(nc3occc13)C(CC=C(C)C)(OC)C(O)CC2 (stereo not drawn)	-2	12	-7	-2	-3.0	1	-2	-18	3	i
COc1cc(C(Nc2ccc(S(=O)(=O)NCC3CCCO3)cc2)C(=O)NC(C)(C)C)cc(OC)c1OC (stereo not drawn)	-5	14	3	4	-0.5	-2	4	2	5	i
Cc1cc2cc(C#N)c(NCCNC(=S)NCCCN3CCOCC3)nc2cc1C	-3	16	1	-4	-2.5	-1	3	18	-2	i
Cc1nn(C(=O)c2ccco2)c(C)c1CN1C(=O)c2ccccc2C1=O	-1	-8	4	-6	-0.3	4	0	8	-2	i

Assay outcomes as filed in PubChem BioAssay.
